Compound activity deposited in PubChem BioAssay by National Center for Advancing Translational Sciences (NCATS).
TDP1 cell CPT = growth inhibition of DT40 Tdp1-/-;hTDP1 cells with camptothecin (screen for TDP1 inhibitors). chicken DT40 Tdp1-/-;hTDP1 cells + 20 nM CPT, ATP luminescence, 48 h. Potency, µM (highest dose often 46.2 µM), for inactives: top-dose activity change, negative = growth inhibition, actives largely listed as inhibitors. 12% of 420,000 active; also: nearly all actives have a fitted effect of over 55% in size
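Chicken DT40 Tdp1-/- cells complemented with human TDP1, 400 cells/well, exposed to compounds plus 20 nM camptothecin for at least 48 h at 37 C; viability read as ATP content by CellTiter-Glo luminescence.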
GCN5L2 inh = inhibitors of human GCN5L2 histone acetyltransferase; Q92830; GCN5L2 HAT assay, ThioGlo1 CoA-SH fluorescence; Potency, µM (top dose mostly 58.9 µM), without a hit: at the top dose activity change, negative = inhibition, actives largely listed as inhibitors; 0.21% of 390,000 active; AID 504327
Target sequence (Q92830 whole entry, looked up): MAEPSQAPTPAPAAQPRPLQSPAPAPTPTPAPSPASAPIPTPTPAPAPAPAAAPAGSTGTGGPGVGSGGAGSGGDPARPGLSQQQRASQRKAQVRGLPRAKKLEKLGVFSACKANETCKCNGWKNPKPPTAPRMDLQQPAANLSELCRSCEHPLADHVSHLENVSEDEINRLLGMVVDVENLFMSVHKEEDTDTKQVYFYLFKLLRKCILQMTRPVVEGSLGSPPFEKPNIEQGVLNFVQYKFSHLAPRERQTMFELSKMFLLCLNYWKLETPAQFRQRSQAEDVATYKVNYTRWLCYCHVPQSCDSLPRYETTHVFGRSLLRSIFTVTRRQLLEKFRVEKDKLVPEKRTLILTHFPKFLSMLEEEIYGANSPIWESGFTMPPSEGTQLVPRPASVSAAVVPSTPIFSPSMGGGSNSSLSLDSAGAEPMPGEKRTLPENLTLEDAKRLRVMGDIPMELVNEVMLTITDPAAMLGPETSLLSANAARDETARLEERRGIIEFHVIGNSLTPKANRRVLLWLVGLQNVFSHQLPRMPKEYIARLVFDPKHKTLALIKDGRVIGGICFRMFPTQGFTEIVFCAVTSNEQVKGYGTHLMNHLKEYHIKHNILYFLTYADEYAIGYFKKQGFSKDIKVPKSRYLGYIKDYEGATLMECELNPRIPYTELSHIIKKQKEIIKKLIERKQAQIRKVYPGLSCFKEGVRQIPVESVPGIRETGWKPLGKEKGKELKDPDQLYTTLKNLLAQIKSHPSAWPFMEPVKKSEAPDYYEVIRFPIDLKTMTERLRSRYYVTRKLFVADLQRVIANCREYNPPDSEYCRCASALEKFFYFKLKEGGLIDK
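GCN5L2 (20 nM) in 50mM HEPES pH 7.5, 0.1mM EDTA, 0.01% Tween-20 preincubated 15 min with compounds at room temperature. Reaction started with H3(1-25) 75uM, acetyl-CoA 70uM, ThioGlo1 50uM; CoA-thiol fluorescence (Ex340/Em540) read at 0 and 20 min.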
FEN1 inh = inhibitors of human flap endonuclease 1; P39748; Recombinant FEN1 flap cleavage, fluorescence, 15 min; Potency, µM (titrated, usually from 114 µM), inactives show top-dose activity change, negative = inhibition, hits mostly inhibitors; 0.35% of 390,000 active; AID 588795; also: nearly all actives have a fitted effect of over 65% in size
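Steps: FEN1 (10 nM) dispensed; compound added by pin tool; 15 min at room temperature; substrate added to 50 nM final; reads at 0 min and 15 min; data normalized and fitted (four-parameter Hill).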
Numbers without * were called inactive; ? = inconclusive; nt = no result given; & = joins results of further samples. Calls follow the shape of the dose curve; as a rule, active = well fitted curve in the direction sought with a large enough effect; inconclusive = small, poorly fitted or top-dose-only effect, or another doubt; inactive = no such curve, though single readings can be large; an effect the other way counts as inactive or inconclusive. % is scaled to controls: 0 for no effect and ±100 for the full control effect; potency is read from the fitted curve at half-maximal effect. Not all compounds are listed. The share of hits here may be higher or lower than overall.

SMILES	TDP1 cell CPT	GCN5L2 inh	FEN1 inh
O=C(c1sc2ccccc2c1Cl)N1CCN(c2ccc(F)cc2)CC1	-15.4%	?	-20.1%
NC(=S)N/N=C\c1ccccc1OCc1ccccc1	29.1µM*	-1.6%	1.9%
CCc1cc2c(SCC(=O)c3ccc(C)cc3)ncnc2s1	?	-0.3%	1.6%
CC(C)(C)C(=O)Nc1ccc(C(=O)NNC(=O)c2ccccc2)cc1	8.2%	0.9%	-1.1%
CCOC(=O)c1c2c(n(-c3ccc(OC)cc3)c1C)C(=O)C(=O)c1ccccc1-2	3.26µM*	nt	-22.8%
CCOC(=O)c1c(NC(=O)CN2CCCc3ccccc32)sc(C)c1C	?	-11.2%	-11.6%
Cc1nc(CNS(=O)(=O)c2cc(F)ccc2F)cs1	-8.6%	1.2%	11.4%
Cc1noc(NS(=O)(=O)c2ccc(N/C=C/C(=O)c3ccccc3)cc2)c1C	-6.6%	?	-20.0%
C#Cc1cccc(C(=O)NC2CCCN(C3Cc4ccccc4C3)C2)c1 (configuration not stated)	?	-1.0%	-9.3%
COc1ccc(OC)c(CN2C(=O)CCC2(C)C(=O)NC2CCCCCC2)c1 (configuration not stated)	-29.1%	7.1%	-1.2%
O=[N+]([O-])c1ccc(OC/C=C2\Oc3ccc([N+](=O)[O-])cc3C2N2CCOCC2)cc1 (configuration not stated)	?	1.4%	7.9%
O=C1CCC[C@@H]2[C@@H](Cc3ccccc3)[C@H](N3CCN(c4ccccc4)CC3)C[C@@H]3CCN1[C@@H]32	?	nt	6.2%
Cc1ccc(-c2ccc(=O)n(CC(=O)NC(C)c3ccccc3)n2)cc1 (configuration not stated)	-28.6%	-11.9%	20.0%
Cc1cc(C)n(CC(C)Nc2nc3nonc3nc2N2CCCCC2)n1 (configuration not stated)	-2.9%	-5.7%	1.6%
Cc1cc(C)c2nc(Cl)c(CN(Cc3ccco3)C(=O)Nc3ccccc3C)cc2c1	5.17µM*	-0.1%	-3.3%
COc1cc(Cl)c(S(=O)(=O)N2CCN(Cc3ccc4c(c3)OCO4)CC2)cc1Cl	-17.7%	-5.7%	-5.7%
CCc1cc2c(cc3c(=O)n(CC(=O)NCCCN4CCCCCC4)nc(CC)n32)s1	?	-14.8%	-0.7%
Cc1cccnc1NC(=O)c1ccc(OCC2CCCO2)cc1 (configuration not stated)	-4.8%	-7.6%	-8.7%
COC(=O)c1c(NC(=O)c2ccc(Cl)c(Cl)c2)sc2c1CCCC2	0.2%	3.4%	-6.3%
CCN1C(=O)N[C@@H](c2ccccc2)[C@H](C(=O)OC)[C@H]1C	4.2%	nt	14.9%
Cc1ccc(/C=N/NC(=O)CN(Cc2ccccc2)S(=O)(=O)c2ccc3c(c2)OCCO3)cc1	-20.8%	-15.8%	-7.6%
F[B-](F)(F)c1cc2cc(Br)ccc2s1	-13.1%	nt	16.0%
CC(=O)Nc1ccc(NC(=O)CSc2nnnn2C2CCCCC2)cc1	-18.3%	-12.7%	11.7%
Cc1c(NC(=O)/C(C#N)=C/c2ccc(-c3ccc(Cl)c(Cl)c3)o2)c(=O)n(-c2ccccc2)n1C	18.4µM*	2.0%	-2.5%
Cc1nn(C)c(C)c1S(=O)(=O)N1CCC(C(=O)NCCC2=CCCCC2)CC1	18.4µM*	-3.5%	-14.2%
(further entries)
SMILES	TDP1 cell CPT	GCN5L2 inh	FEN1 inh
O=C(Nc1ccc(F)cc1F)c1ccc(S(=O)(=O)NCc2ccco2)cc1	?	-0.8%	-3.9%
CCCCN(CC)CCCNC(=O)CS(=O)(=O)Cc1nc(-c2cccc(OC)c2)oc1C	-24.7%	-24.9%	3.8%
CC(=O)Nc1nc2c(s1)C(=O)NCC(C)(C)C2	5.4%	-0.3%	3.7%
CC(C)=CCc1c(O)ccc(C(=O)Cc2ccccc2)c1O	-11.2%	-4.2%	-19.7%
O=S(=O)(NCc1nc(-c2ccccc2)no1)c1ccc(F)cc1	-13.7%	-17.1%	10.6%
Cc1ccc(C(=O)OCCn2cc(C#N)c(=O)[nH]c2=O)cc1	?	-3.2%	11.7%
COc1ccccc1Nc1n[nH]c(=S)s1	12.5%	6.31µM*	-0.2%
O=C(Nc1ccc(S(=O)(=O)Nc2ncccn2)cc1)c1ccccc1	-1.9%	1.0%	6.7%
CCOC(=O)c1nn(-c2ccccc2)c(-c2ccccc2)c1C(=O)c1ccccc1	?	-7.2%	-13.2%
NC(CSC1(c2cccc3ccccc23)c2ccccc2-c2ccccc21)C(=O)O (configuration not stated)	?	nt	-10.1%
CC1(c2ccc(Cl)cc2)NC(=O)N(CC(=O)N2CCN(S(=O)(=O)c3ccccc3)CC2)C1=O (configuration not stated)	?	-6.6%	-5.0%
O=[N+]([O-])c1cccc(-c2nc(-c3ccncc3)no2)c1	11.0%	-2.1%	-3.2%
O=C(Nc1nc(-c2ccc(F)cc2)cs1)c1cccc(N2C(=O)CCC2=O)c1	?	-23.8%	-4.3%
CC(C)C(NC(=O)c1ccccc1)C(=O)OCC(=O)N1CCCCC1 (configuration not stated)	-13.6%	-1.8%	2.4%
NC(=O)Cc1c[nH]c2cccc(O)c12	-18.2%	2.8%	4.0%
Cc1ccc(CSc2nnc(-c3ccccn3)n2C)cc1	-29.6%	-11.3%	1.9%
O=C(N/N=C/c1cccc([N+](=O)[O-])c1)c1ccc(Br)cc1	8.0%	1.5%	-14.5%
CN1CCn2c1nc(N1CCOCC1)nc2=O	2.6%	-2.4%	-1.3%
CCN(CC)c1ccc(NC(=O)c2ccco2)c(C)c1	?	1.4%	-8.3%
NC(=O)CN1C(=O)C(=O)N(Cc2ccccc2Cl)C1=O	2.7%	-8.3%	0.6%
O=C(O)c1ccc(N/N=C/C=C/c2ccc([N+](=O)[O-])o2)cc1	8.2µM*	-21.5%	?
Cc1ccccc1NC1=NC(C)(C)N=C(N)N1	-2.2%	-11.9%	-6.8%
c1ccc2c(c1)Cn1c-2nc2ccccc21	?	-7.3%	-15.6%
Cc1ccc(S(=O)(=O)CCC(=O)OCC(=O)NCCc2ccc(S(N)(=O)=O)cc2)cc1	2.1%	-0.7%	-0.3%
Cc1ccc(C(=O)Nc2ccc(N3CCCCC3)cc2)cc1	nt	-2.0%	-12.2%
Other results follow.
SMILES	TDP1 cell CPT	GCN5L2 inh	FEN1 inh
CC(=O)NCCc1nc2cc(NC(=O)c3cccc([N+](=O)[O-])c3)ccc2n1C	-11.7%	3.3%	-4.4%
CCOC(=O)C1CCCn2c1nc1sc3c(c1c2=O)CCCC3 (configuration not stated)	-22.4%	-0.5%	10.9%
Cc1ccc(/C=N\NC(=O)/C(=C\Nc2nccc(C)n2)NC(=O)c2ccccc2)cc1	-30.3%	-1.7%	8.6%
CCCCSCc1nc2ccccn2c1Br	?	-15.8%	-4.5%
Cn1ccsc1=NC(=O)c1ccc(S(C)(=O)=O)cc1	-15.5%	-1.6%	-0.5%
COC1=CC(=O)C(O)=C(CCCCCCC/C=C/CCCCCCCC2=C(O)C(=O)C=C(OC)C2=O)C1=O	-4.3%	nt	20µM*
O=C(CSc1nc2[nH]ncc2c(=O)[nH]1)Nc1ccc(OC(F)(F)F)cc1	-3.6%	-2.5%	-0.5%
O=C(COC(=O)c1cncc(Br)c1)NCc1ccc2c(c1)OCO2	-19.7%	-9.9%	15.1%
CC(NC(=O)c1ccc(Br)o1)C1CC2CCC1C2 (configuration not stated)	-1.0%	-14.8%	15.0%
O=C(/C=C/c1cccc([N+](=O)[O-])c1)Nc1cccc(NC(=O)c2ccco2)c1	?	-13.2%	-23.5%
O=S(=O)(Nc1cccc(Oc2cnccn2)c1)c1ccc(F)cc1	5.4%	22.7%	-0.4%
Cc1ccc(C2=NS(=O)(=O)N(C)C(C(=O)NCc3ccco3)=C2)cc1	-103.8%	-2.8%	11.2%
Cc1ccc(Cn2c(N)nc3ccccc32)cc1	18.4µM*	-0.2%	-0.8%
COCC(C)NC(=O)/C(=C/c1ccccc1)c1ccccc1 (configuration not stated)	-23.2%	19.6%	-0.7%
COc1ccc(S(=O)(=O)Nc2ccc(NC(C)=O)cc2)cc1OC	?	-8.9%	9.5%
Cc1ccc(NC(=O)C2CCN(S(=O)(=O)c3c(C)noc3/C=C/c3ccco3)CC2)cc1C	?	-6.5%	10.2%
CC(C)(C)c1ccc(OCC(=O)NC2CCS(=O)(=O)C2)cc1 (configuration not stated)	-19.8%	-1.6%	9.9%
COc1ccccc1NC(=O)c1nn(C)c2c1CS(=O)(=O)c1ccccc1-2	-21.7%	-0.4%	1.5%
OC(CCN1CCCC1)(c1ccccc1)C1CCCCC1 (configuration not stated)	?	-5.0%&19.7%	5.1%
COc1ccc(-c2nn(-c3ccccc3)cc2/C=C/C(=O)OCC(=O)Nc2cccc(C#N)c2)cc1	?	1.4%	-6.3%
Nc1nnn(CC(=O)N/N=C/c2ccc(Cl)cc2Cl)n1	15.4%	0.7%	16.4%
CCOC(=O)c1ccc(N[C@@H]2CCN3C(=O)c4ccccc4[C@@H]3C[C@H]2O)cc1	-3.5%	-4.8%	6.2%
CCOc1ccc(NC(=O)Cn2nnc(-c3ccccc3NC(=O)C3CC3)n2)cc1	-21.4%	1.6%	-2.8%
COc1cccc(NC(=O)C2C3CC4OC(=O)C2C4C3)c1 (configuration not stated)	17.3%	0.6%	-0.8%
CNC(=O)c1c(NC(=O)c2ccc(N3C(=O)CCC3=O)cc2)sc2c1CCCC2	-26.3%	-3.9%	-13.9%
COc1ccc(-c2nc3c4ccccc4[nH]c(=O)n3n2)cc1	?	nt	-19.7%
Cc1cc(C)n2nc(SCC(=O)N(C)c3ccccc3)nc2n1	-1.8%	-0.2%	5.8%
Cc1cc(Cl)ccc1NC(=O)CCC(=O)N/N=C/c1cc([N+](=O)[O-])ccc1O	6.51µM*	0.9%	-12.1%
O=C(CCN1CCN(CCO)CC1)Nc1ccc(OCc2ccccc2)cc1	-19.7%	nt	3.2%
C/C(=N/NC(=O)c1ccc(Br)o1)c1ccncc1	17.2%	-0.6%	0.4%

Ordered by SMILES length (ascending): part of the list above.
SMILES	TDP1 cell CPT	GCN5L2 inh	FEN1 inh
CCCCSCc1nc2ccccn2c1Br	?	-15.8%	-4.5%
Cc1ccc(Cn2c(N)nc3ccccc32)cc1	18.4µM*	-0.2%	-0.8%
OC(CCN1CCCC1)(c1ccccc1)C1CCCCC1 (configuration not stated)	?	-5.0%&19.7%	5.1%
CC(NC(=O)c1ccc(Br)o1)C1CC2CCC1C2 (configuration not stated)	-1.0%	-14.8%	15.0%
C/C(=N/NC(=O)c1ccc(Br)o1)c1ccncc1	17.2%	-0.6%	0.4%
Cn1ccsc1=NC(=O)c1ccc(S(C)(=O)=O)cc1	-15.5%	-1.6%	-0.5%
Nc1nnn(CC(=O)N/N=C/c2ccc(Cl)cc2Cl)n1	15.4%	0.7%	16.4%
COc1cccc(NC(=O)C2C3CC4OC(=O)C2C4C3)c1 (configuration not stated)	17.3%	0.6%	-0.8%
Cc1cc(C)n2nc(SCC(=O)N(C)c3ccccc3)nc2n1	-1.8%	-0.2%	5.8%
COc1ccc(-c2nc3c4ccccc4[nH]c(=O)n3n2)cc1	?	nt	-19.7%
O=C(CCN1CCN(CCO)CC1)Nc1ccc(OCc2ccccc2)cc1	-19.7%	nt	3.2%
Cc1ccc(C2=NS(=O)(=O)N(C)C(C(=O)NCc3ccco3)=C2)cc1	-103.8%	-2.8%	11.2%
CNC(=O)c1c(NC(=O)c2ccc(N3C(=O)CCC3=O)cc2)sc2c1CCCC2	-26.3%	-3.9%	-13.9%
CC(=O)NCCc1nc2cc(NC(=O)c3cccc([N+](=O)[O-])c3)ccc2n1C	-11.7%	3.3%	-4.4%
Cc1cc(Cl)ccc1NC(=O)CCC(=O)N/N=C/c1cc([N+](=O)[O-])ccc1O	6.51µM*	0.9%	-12.1%
O=C(/C=C/c1cccc([N+](=O)[O-])c1)Nc1cccc(NC(=O)c2ccco2)c1	?	-13.2%	-23.5%
CCOC(=O)c1ccc(N[C@@H]2CCN3C(=O)c4ccccc4[C@@H]3C[C@H]2O)cc1	-3.5%	-4.8%	6.2%
Cc1ccc(NC(=O)C2CCN(S(=O)(=O)c3c(C)noc3/C=C/c3ccco3)CC2)cc1C	?	-6.5%	10.2%
COC1=CC(=O)C(O)=C(CCCCCCC/C=C/CCCCCCCC2=C(O)C(=O)C=C(OC)C2=O)C1=O	-4.3%	nt	20µM*
